# Screening data from PubChem BioAssay.
# trophozoite growth = anti-Giardia activity of synthetic compounds – Compounds Australia Scaffold Library subset, 24/48 h, primary screen (AID 1794835); hits give high values; inhibition, % at 10 µM; 2,500 compounds, 2% hits; in the data active = inhibition mostly above about 45%, no sharp cut-off; inactive = mostly below about 37%;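 note: 0% = parasite counts in DMSO vehicle wells; trophozoite growth inhibition read by imaging counts at 24 h; calls made by hand needing about 50% inhibition in two separate runs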
# * hit, by the source's call; i = inactive.
SMILES,trophozoite growth
Cc1ccc(-n2c(=O)c3c(cnn3C)n(CC(=O)Nc3ccccc3C)c2=O)cc1,77*
CC(C(=O)NC1CCCCCC1)n1c(=O)c2cccn2c2cccnc21 (stereo not drawn),9
COc1ccc(-c2cc(N3CCN(C(=O)Cc4ccc(F)cc4)CC3)n[nH]2)cc1,i
COc1ccc2c(c1)CCCN(C(=O)NCCN1CCOCC1)C2,i
Cn1ccc(CN2CCCC2c2nnc3n2CCCCC3)cc1=O (stereo not drawn),i
CCN(CC)CCN1C(=O)C(O)=C(C(=O)c2cccs2)C1c1ccc(C)o1 (stereo not drawn),15
Cc1cc(C)c2c(=O)n(CC(=O)Nc3ccc(Br)cc3)c(=O)n(C)c2n1,i
COc1cc(CNCCNC(=O)c2nonc2N)ccc1OCc1ccc(F)cc1,i
CCN1CCN(C(=O)c2ccc(N3CCCC3=O)cc2)CC1,9
Cc1ccc(S(=O)(=O)N2CCc3c(c(C(=O)NCc4ccc5c(c4)OCO5)nn3C)C2)cc1C,2
CC1c2ccsc2CCN1C(=O)C1CC(=O)N(c2ccc3c(c2)OCCO3)C1 (stereo not drawn),i
Cc1ccc(-c2csc3ncnc(N4CCCN(CC(=O)NC(C)(C)C)CC4)c23)cc1,i
Cc1ccc(-c2cc3nc(C)cc(N4CCC(C(=O)NCCCN5CCCC5)CC4)n3n2)cc1,16
CC(=O)c1ccc(NC(=O)C2CC(=O)NC(N3CCN(Cc4ccc5c(c4)OCO5)CC3)=N2)cc1 (stereo not drawn),7
COc1cccc(Nc2nc(N3CCN(c4ccccc4)CC3)nc3c2cnn3C)c1,6
Cc1ccc(NC(=O)c2nnc(C3CCCN3C(=O)NC3CCCC3)s2)cc1 (stereo not drawn),4
COc1ccc(C2(C(=O)N3CCC(Cc4nc(-c5ccc(F)cc5)no4)CC3)CC2)cc1,i
CC(C)CCNC(=O)C1CCCCN1S(=O)(=O)c1ccc(F)cc1 (stereo not drawn),6
CC1CCCN(Cc2nc3c(cnn3-c3ccccc3)c(=O)[nH]2)C1 (stereo not drawn),i
COc1ccc(-c2nc3sccn3c2Nc2ccc3c(c2)OCO3)cc1,i
O=S(=O)(c1cccc(OC(F)(F)F)c1)N1CCCC(c2ncn[nH]2)C1 (stereo not drawn),i
CC(C)(C)CC(=O)N1CCC(c2nc3ccccc3[nH]2)CC1,i
Cc1ccccc1C(=O)Nc1cnc(N2CCNCC2)c(C(=O)N(C)Cc2ccccc2)c1,15
Cc1nc2n(n1)CCN(S(=O)(=O)c1cc(F)c(F)cc1F)C2,i
COCc1cc2nn(CC(=O)N(C)c3ccccc3)c(=O)n2c(-c2ccccc2)n1,0
COc1ccc(Cn2c(=O)c3nccnc3n(Cc3cccc(C)c3)c2=O)cc1,i
COCCNC(=O)C1(C)Cn2c(cc3ccsc32)C(=O)N1c1ccc(OC)c(OC)c1 (stereo not drawn),i
CC(C)S(=O)(=O)c1nc2ccccc2nc1N(C)Cc1ccccc1,i
Cc1ccc(NC(=O)c2n[nH]nc2Nc2cccc(Cl)c2)cc1Cl,i
CCCNC(=O)C1CC(C)=NO1 (stereo not drawn),i
CN(C(=O)CSc1n[nH]c(=O)n1C1CC1)c1ccccc1,i
Cc1cccc(NC(=O)Nc2cc(F)c3[nH]c(=O)ccc3c2)c1C,i
Cn1nc(C(=O)NCc2ccc3c(c2)OCO3)c2c1CCN(C(=O)C1CCCC1)C2,7
Cc1ccc(C(=O)N2CCN(C(=O)c3c[nH]c(=O)[nH]3)CC2)cc1Cl,i
COc1cccc(CNC(=O)Nc2cc(F)c3nc(N4CCCCC4)ccc3c2)c1,i
CCc1nc(C)c2c(C)c(C(=O)N3CCN(c4ncccn4)CC3)sc2n1,22
COc1ccc(OCC(=O)N2CCCC(c3nc4ccccc4[nH]3)C2)cc1 (stereo not drawn),4
CC(C)(C)OC(=O)NC(C)(C)c1noc(CN2CCC3(CC2)OCCO3)n1,i
Cc1c(-c2nc(-c3ccccc3)no2)nnn1-c1cccc(Cl)c1,i
O=C(NCc1cccc(F)c1)C1CCCN(c2nc3ccccc3n3cccc23)C1 (stereo not drawn),i
Cn1nccc1-c1cccc(-c2noc(-c3cccc(F)c3)n2)c1,64*
O=C1CCCN1CCCN1C(=O)[C@H]2CN(Cc3cccs3)C[C@H]2C1=O,i
COc1ccc(OC)c(S(=O)(=O)NCc2c(C)nn(C)c2C)c1,i
Cc1cccc(N(C)S(=O)(=O)c2cc(-c3ccno3)sc2C)c1,6
Cc1nnc2c(=O)n(CC(=O)NCCN3CCc4ccccc4C3)c3cccnc3n12,i
COc1ccc(C(NC(=O)CN2CCN(Cc3n[nH]c(C)n3)CC2)C(C)C)cc1 (stereo not drawn),1
Cc1cc(C2CCCN2Cc2cc(-c3ccco3)on2)on1 (stereo not drawn),35
O=c1c2cnc(N3CCCCC3)nc2ccn1CCc1ccccc1,i
COc1ccc(-n2nc(C(=O)NCc3ccc(C)cc3)c3c4ccccc4n(C)c3c2=O)cc1,5
Cc1ccc(C)c(NC(=O)N2CCC(c3c[nH]c4ncccc34)CC2)c1,i
O=C1CN(C(=O)Cn2cc(C(F)(F)F)cc(Cl)c2=O)C2(CCCCC2)C(=O)N1,i
COCCN1CCC(N2CCN(C(=O)c3cccc(C(F)(F)F)c3)CC2)C1=O (stereo not drawn),i
NCC1CN(C2CC2)CCO1 (stereo not drawn),24
CC(C)CN1CCCN(C(=O)c2cnc(-c3cnn(C)c3)s2)CC1,i
Cc1scc2nc(C(N)=O)nc(N3CCCC3)c12,23
CCCNC(=O)N1CCN(Cc2nc3cccnc3n2-c2ccc(CC)cc2)CC1,i
CCc1ccc(-n2nc(N3CCC(C(=O)NC4CC4)CC3)ccc2=O)cc1,i
Cc1nnc(NC(=O)c2ccc3c(=O)n4c(nc3c2)CCCCCC4)s1,38
O=C(c1ccc(N2CCCCCC2)c([N+](=O)[O-])c1)N1CCCC1c1nnc2ccccn12 (stereo not drawn),i
O=C1c2ccccc2C(=O)N1CC(=O)n1nc(-c2cccnc2)nc1NCc1cccs1,4
# Going on with the list:
SMILES,trophozoite growth
Cc1nc(N(C)C)ncc1C(=O)O,3
Cc1ccc(NC(=O)Nc2c(-c3ccncc3)[nH]c3ccc(Cl)cc23)cc1F,i
Cc1nn(CCCN)c2nc(-c3cccnc3)cc(C(F)(F)F)c12,i
CCOC(=O)c1csc(-n2nc(-c3cccc(OC(C)=O)c3)cc2C(F)(F)F)n1,22
CC(=O)c1c[nH]c(C(=O)Nc2ccc(N3CCNC(=O)C3)nc2)c1,16
CCC1CN(C(=O)c2cc(C3CC3)nc3c2cnn3C(C)C)CCO1 (stereo not drawn),i
O=C1CC(C(=O)Nc2cccc(Cl)c2)N=C(N2CCCCC2)N1 (stereo not drawn),i
CC1Cc2cc(S(=O)(=O)N3CCn4c3nc3ccccc34)ccc2N1C(=O)C1CCC1 (stereo not drawn),11
CCOC(=O)Nc1ccc2c(Cn3nnc(-c4ccc(Cl)cc4)n3)cc(=O)oc2c1,i
COc1ccc(OC)c(NC(=O)Cc2c(C(=O)O)c(C)cn2C)c1,i
COc1ccc(-c2nc3sc4c(n3n2)CCN(C(=O)NCC2CCCO2)C4)cc1 (stereo not drawn),i
CCc1nc(N2CCCC2=O)sc1C(=O)NCc1cccc(OC)c1,i
Cc1nn(-c2ccccc2)c(C)c1C1C(=O)NCCN1Cc1nc(-c2cccs2)oc1C (stereo not drawn),i
O=C(c1cnccn1)N1CCCC1c1ccc(F)cc1 (stereo not drawn),i
O=[N+]([O-])c1c(N2CCN(CCCc3nc(-c4cccs4)no3)CC2)nc2ccccn12,i
COc1ccccc1CNC(=O)C1(C)Cc2ccccc2C(=O)N1Cc1ccc(C(F)(F)F)cc1 (stereo not drawn),i
Cc1nccn1-c1cc(CNC(=O)c2cc(S(=O)(=O)N3CCOCC3)c[nH]2)ccn1,i
CSc1ccccc1NC(=O)C1CCN(S(C)(=O)=O)c2ccccc2O1 (stereo not drawn),8
Cc1ccc(S(=O)(=O)NC(C)c2nc(-c3ccc(N4CCC(C)CC4)cc3)no2)cc1 (stereo not drawn),i
CCc1cc(C2CCCN2C(=O)Cc2ccccc2F)on1 (stereo not drawn),11
Cc1nc(C)n(CC2CCCN(CC(=O)NC3CCC(C)CC3)C2)n1 (stereo not drawn),i
O=C(Nc1cccc(F)c1)N1CCC(N2CCN(Cc3cccc(F)c3)C(=O)C2=O)CC1,2
CC(=O)N1CCCN(C(=O)c2cnn(C(C)(C)C)c2C)CC1,i
O=C(c1cc(=O)[nH]c2ccccc12)N1CCN(Cc2ccc3c(c2)OCO3)CC1,i
Cc1nnc(-c2nnc(NCc3ccccc3)c3ccccc23)o1,2
Cc1cccc(Cn2nccc2NC(=O)Cn2c(-c3ncccn3)noc2=O)c1,i
Cc1nc(-c2cccs2)ccc1C(=O)N1CCn2c(C)nnc2C1,i
O=C(NCc1cccnc1)c1noc2ncnc(N3CCCC3)c12,i
CCN(c1ccccc1)S(=O)(=O)c1ccc2[nH]cc(C(=O)NCCOC)c(=O)c2c1,10
COc1ccc(C(=O)Nc2cnn(C)c(=O)c2N2CCOCC2)cc1OC,4

# 15 entries from above, as tab-separated lines:
mol	trophozoite growth
COc1ccccc1CNC(=O)C1(C)Cc2ccccc2C(=O)N1Cc1ccc(C(F)(F)F)cc1 (stereo not drawn)	i
Cc1nccn1-c1cc(CNC(=O)c2cc(S(=O)(=O)N3CCOCC3)c[nH]2)ccn1	i
CSc1ccccc1NC(=O)C1CCN(S(C)(=O)=O)c2ccccc2O1 (stereo not drawn)	8
Cc1ccc(S(=O)(=O)NC(C)c2nc(-c3ccc(N4CCC(C)CC4)cc3)no2)cc1 (stereo not drawn)	i
CCc1cc(C2CCCN2C(=O)Cc2ccccc2F)on1 (stereo not drawn)	11
Cc1nc(C)n(CC2CCCN(CC(=O)NC3CCC(C)CC3)C2)n1 (stereo not drawn)	i
O=C(Nc1cccc(F)c1)N1CCC(N2CCN(Cc3cccc(F)c3)C(=O)C2=O)CC1	2
CC(=O)N1CCCN(C(=O)c2cnn(C(C)(C)C)c2C)CC1	i
O=C(c1cc(=O)[nH]c2ccccc12)N1CCN(Cc2ccc3c(c2)OCO3)CC1	i
Cc1nnc(-c2nnc(NCc3ccccc3)c3ccccc23)o1	2
Cc1cccc(Cn2nccc2NC(=O)Cn2c(-c3ncccn3)noc2=O)c1	i
Cc1nc(-c2cccs2)ccc1C(=O)N1CCn2c(C)nnc2C1	i
O=C(NCc1cccnc1)c1noc2ncnc(N3CCCC3)c12	i
CCN(c1ccccc1)S(=O)(=O)c1ccc2[nH]cc(C(=O)NCCOC)c(=O)c2c1	10
COc1ccc(C(=O)Nc2cnn(C)c(=O)c2N2CCOCC2)cc1OC	4

# Other structures.
SMILES,trophozoite growth
CCCC1=NN(C(=O)c2ccc(OC)cc2)C(O)(C(F)(F)F)C1 (stereo not drawn),i
CC(=O)N1CCC(C(=O)N2CCCN(c3nccs3)CC2)CC1,i
Cc1ccc(-n2nc(C)cc2NC(=O)CN2C(=O)NC(C)(c3ccc4c(c3)OCO4)C2=O)cc1 (stereo not drawn),i
COc1ccccc1-c1cc(C(=O)N2CCCN(c3ccc(=O)n(-c4ccc(C)c(C)c4)n3)CC2)[nH]n1,9
COC(=O)c1cc2c(=O)n(-c3ccccc3Cl)ccc2nc1C,i
COc1ccc(NC(=O)c2cc(C(F)(F)F)n(C)n2)cc1,i
COc1ccc(CN2CCC3(CC2)N=C(c2ccc(C)cc2)C(=O)N3)cc1,16
CC1CC(=O)Nc2ccccc2N1C(=O)c1cccc(S(=O)(=O)N(C)C)c1 (stereo not drawn),i
c1cnc(N2CCCN(c3nc4ccccc4o3)CC2)nc1,32
Cc1ccc(S(=O)(=O)N2CCC(C)(C(=O)NCc3ccccc3)CC2)cc1,i
CC(C)CCNc1nc(C(=O)OCc2cc(=O)n3c4c(sc3n2)CCCC4)cs1,i
CCC(=O)Nc1cccc(-c2noc(C3CCCN(C(=O)c4ccc(C)c(F)c4)C3)n2)c1 (stereo not drawn),15
CCOc1cc(C(=O)Nc2ccc(C3=CSC4=NCCCN34)cc2)ccc1OC(F)F,4
C=CCN(C(=O)C1CCN(S(=O)(=O)c2c(C)noc2C)CC1)c1nc(-c2ccccc2)cs1,i
Cc1cc(C2CCCN2Cc2sccc2C)on1 (stereo not drawn),2
COc1ccc(S(=O)(=O)N2CCN(Cc3ccc(C)cc3)c3ncccc32)cc1,10
Cc1ccc(NC(=O)Cn2c(=O)nc(N3CCCCC3)c3ccccc32)c(F)c1,i
COCC(=O)Nc1ccc(NC(=O)c2cc3nc(C)ccc3o2)cc1,14
CN1CCCCC1C(=O)Nc1cnn(Cc2cn3ccccc3n2)c1 (stereo not drawn),i
Cc1nc(C2(NCc3c(C)nn(C)c3N(C)C)CCC2)no1,i
COc1cccc(-n2ccn3cc(-c4ccc(OC)c(OC)c4)nc3c2=O)c1,37
Cc1ccc(NS(=O)(=O)c2ccc(-n3cccn3)cc2)cc1,6
Cc1noc(-c2c(C)sc(C)c2S(=O)(=O)N2CC=C(c3ccccc3)CC2)c1C,i
CC(C)c1noc(C(C)N2CCn3c(nnc3-c3ccccc3)C2)n1 (stereo not drawn),i
COc1cccc(-c2nn(Cc3nc(-c4ccccc4)oc3C)c(=O)c3noc(C)c23)c1,i
Cc1nnc2n1CCN(C(=O)c1cnc(-c3ccccc3)s1)C2,23
CCn1c(Cn2cccn2)nc2cc(NC(C)=O)ccc21,12
COc1ccc(NC(=O)CC2NCCNC2=O)cc1 (stereo not drawn),1
Cc1sc(C(=O)N2CCCC2)c2ncnc(NCc3cccc(Cl)c3)c12,28
COc1ccc(-c2c(C(=O)Nc3ccc(Cl)cc3C)nn3c(C)cc(=O)[nH]c23)cc1,i
COc1ccc(-c2nc3sc(CCNC(=O)c4ccco4)c(C)n3n2)cc1,i
CCCn1c(=O)c(C)nc2cc(-c3noc(-c4cc5ccccc5oc4=O)n3)ccc21,i
CC(=O)Nc1cccc(N2CC(C(=O)NCCC3=CCCCC3)CC2=O)c1 (stereo not drawn),i
CCOc1ccc(CC(=O)N2CCC3(CC2)Nc2ccccc2-n2cccc23)cc1OCC,17

# The list is partial, so the mix of outcomes need not match the whole.
